# Gli-Sufu block – blocks Gli-Sufu signaling in a luciferase reporter | inhibition, % at 5 µM | 0.74% of 340,000 active | AID 588413 | Sufu-KO-LIGHT fibroblasts, Gli luciferase reporter luminescence;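 active = inhibition above about 55%, limit read from the data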;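 also: 0% = DMSO-treated cells and 100% = wells with medium but no cells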
# Apaf1 inhib – inhibitors of human Apaf-1 apoptosome. O14727. reconstituted apoptosome caspase-3 activity, DEVD-Rh110 fluorescence. inhibition, % at 20 µM. 0.71% of 330,000 active; active = inhibition of at least 40% at 20 µM;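 also: plate controls were DMSO wells for no effect and DEVD-CHO caspase inhibitor wells for full effect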
# Target sequence (O14727 whole entry, looked up): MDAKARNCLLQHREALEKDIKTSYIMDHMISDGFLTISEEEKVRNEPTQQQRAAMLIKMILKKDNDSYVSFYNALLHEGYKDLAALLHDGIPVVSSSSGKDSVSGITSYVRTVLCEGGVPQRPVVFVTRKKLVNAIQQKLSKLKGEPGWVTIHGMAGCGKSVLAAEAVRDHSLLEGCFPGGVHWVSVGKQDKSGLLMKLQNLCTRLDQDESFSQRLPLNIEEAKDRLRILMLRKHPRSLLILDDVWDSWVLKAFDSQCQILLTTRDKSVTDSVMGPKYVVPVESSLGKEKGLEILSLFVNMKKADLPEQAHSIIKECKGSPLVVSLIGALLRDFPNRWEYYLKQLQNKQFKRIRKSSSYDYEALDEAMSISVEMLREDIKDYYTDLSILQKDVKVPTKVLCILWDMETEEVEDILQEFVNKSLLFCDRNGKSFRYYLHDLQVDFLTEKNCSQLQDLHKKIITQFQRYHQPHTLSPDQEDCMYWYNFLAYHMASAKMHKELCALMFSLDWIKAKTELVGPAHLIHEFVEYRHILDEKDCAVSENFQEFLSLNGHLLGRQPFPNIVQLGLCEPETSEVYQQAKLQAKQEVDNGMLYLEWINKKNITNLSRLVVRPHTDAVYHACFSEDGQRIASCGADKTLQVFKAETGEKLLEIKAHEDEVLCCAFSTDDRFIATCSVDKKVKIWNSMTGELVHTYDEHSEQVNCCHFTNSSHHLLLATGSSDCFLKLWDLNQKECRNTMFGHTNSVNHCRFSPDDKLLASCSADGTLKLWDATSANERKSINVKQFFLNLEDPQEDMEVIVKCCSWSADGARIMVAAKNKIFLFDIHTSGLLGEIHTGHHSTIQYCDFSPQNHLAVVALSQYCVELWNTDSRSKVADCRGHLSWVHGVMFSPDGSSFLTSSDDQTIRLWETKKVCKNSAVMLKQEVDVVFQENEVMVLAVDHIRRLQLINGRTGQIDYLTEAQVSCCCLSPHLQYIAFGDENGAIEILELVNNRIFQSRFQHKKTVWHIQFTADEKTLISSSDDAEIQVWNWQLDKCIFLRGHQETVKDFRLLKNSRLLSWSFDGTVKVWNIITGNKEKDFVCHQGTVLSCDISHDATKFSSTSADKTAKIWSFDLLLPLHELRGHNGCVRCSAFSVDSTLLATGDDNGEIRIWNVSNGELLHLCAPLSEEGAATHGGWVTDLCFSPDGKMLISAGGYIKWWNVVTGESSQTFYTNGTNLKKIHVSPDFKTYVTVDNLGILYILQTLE
#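 detection = Rh110 fluorescence intensity | test system = biochemical Apaf-1 apoptosome reconstitution | also added = cytochrome c and DEVD-Rh110 substrate | schedule = 30 min plus 50 min, RT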
# HKDC1 inh – HKDC1 (human) hexokinase inhibition; recombinant HKDC1, G6PDH/diaphorase resazurin coupled fluorescence; 0.16% of 340,000 active; Q2TB90; inhibition, % at 20 µM;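 active = inhibition above about 35% when tested at 20 µM, limit read from the data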;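 also: plate controls were DMSO wells with enzyme for no effect and DMSO wells lacking enzyme for full effect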
#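 Material: recombinant HKDC1 hexokinase; Amount: HKDC1 at 5 µg/mL; Medium: Tris pH 8.0 buffer with MgCl2, Tween-20, BSA, BME; Schedule: 90 min reaction incubation at room temperature, dark; Technique: coupled resazurin fluorescence, excitation 525 nm, emission 613 nm.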
# SENP7 inh – blocks the human protease SENP7 | recombinant SENP7, Z-RLRGG-aminoluciferin luminescence, 40 min | Q9BQF6 | 1.5% of 330,000 active | inhibition, % at 5 µM;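 active = inhibition above about 50% at the single test dose, limit read from the data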;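 also: plate controls were DMSO with enzyme for no effect and no enzyme buffer wells for full effect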
# 697 NFkB inh – lowers PMA/ionomycin-induced NF-kB signal in 697 B cells | 697 B-cell NF-kB luciferase reporter, 16 h | inhibition, % at 4 µM | 0.33% of 330,000 active; in the data active = inhibition above about 35%
# Jurkat NFkB inh – inhibitors of the PMA/ionomycin-induced NF-kB reporter in Jurkat cells; PMA/ionomycin-induced NF-kB luciferase reporter, luminescence; inhibition, % at 4 µM; 0.53% of 330,000 active
# UBC13 inh – blocks human UBC13 polyubiquitin chain formation; P61088; TR-FRET; inhibition, % at 20 µM; 0.47% of 330,000 active; in the data active = inhibition above about 45%, passing the limit was not always enough; inconclusive = no clear call, values can overlap the other calls
# SENP8 inh – SENP8 protease inhibition; 1.2% of 330,000 active; inhibition, % at 10 µM; purified SENP8, Z-RLRGG-aminoluciferin cleavage, luminescence; Q96LD8
# * marks the source's active call; other numbers are inactive results; ? = inconclusive; · = not tested or not shown. Rule as the data show it, unless noted: active = inhibition above about 50%; inactive = the rest. The order is random; about 3.6% have a hit in one of these screens.
SMILES,Gli-Sufu block,Apaf1 inhib,HKDC1 inh,SENP7 inh,697 NFkB inh,Jurkat NFkB inh,UBC13 inh,SENP8 inh
Cc1ccc(C(=O)Nc2ccc(C)c(S(=O)(=O)N3CCOCC3)c2)c(C)c1,·,1,0,16,-4,-15,-5,-1
CNC(=O)c1csc(Cc2c(Cl)sc3ccc(Cl)cc23)n1,6,10,-7,1,-20,-19,-1,1
COC(=O)c1cc(NC(=O)c2c(C)noc2C)ccc1N1CCOCC1,10,2,-7,-14,26,2,-3,-3
CCCCOc1ncnc2c1[nH]c1ccc(C)cc12,1,4,4,51*,-177,-89,11,-5
CCNC(=O)/C(C#N)=C/c1c(N2CCCCCC2)nc2ccccn2c1=O,4,7,7,0,1,-1,-4,-5
CC(=O)Nc1ccc(C(=O)OCC(=O)NC2CCCCCCC2)cc1,-3,3,-10,10,-1,7,-4,2
O=c1c2cc(Br)ccc2[nH]c(=S)n1Cc1ccccc1,15,13,3,-5,-18,-5,?,-18
Cc1c(-c2ccccc2)[n+](=O)c(-c2ccc(Cl)cc2)c(C)n1[O-],5,-9,-9,-3,4,5,7,-2
Cc1ccc(S(=O)(=O)Nc2cccc(Cl)c2)cc1NC(=O)c1cccnc1,17,2,-7,10,-5,-13,-8,-2
CCOC(=O)N1CCC(NC(=O)C2CCCN(S(C)(=O)=O)C2)CC1 (configuration not stated),-1,-12,-6,12,20,2,7,3
CCC(C(=O)Nc1nc(C)cs1)c1ccccc1 (configuration not stated),1,11,6,6,-9,-9,-3,-3
CSCCC(NC(=O)c1ccccc1)C(=O)N1CC(C)OC(C)C1 (configuration not stated),5,33,0,4,-2,11,10,8
CC(=O)CC1=NC(C)(C)Cc2ccccc21,-6,2,-8,7,8,7,6,2
O=C(Nc1ccc(N2CCCC2)cc1)c1cc(Br)ccc1Cl,-2,6,-2,7,-17,-2,-11,0
Cn1c(SCCC#N)nnc1-c1ccccc1F,2,-19,2,1,8,1,10,2
CC(=O)c1ccc(NC(=O)CSc2ccc3nnc(-c4ccccn4)n3n2)cc1,1,-1,-4,7,-15,-2,4,-2
COc1cc(/C=C2/CCCC(C(=O)C(F)(F)F)=C2O)ccc1O,3,-5,-7,3,-16,5,-17,1
Cc1cc(C)c(NC(=O)c2cccc(NC(=O)c3ccco3)c2)c(C)c1,-13,6,3,-4,-8,15,7,-7
O=C(Cn1cc(C(F)(F)F)ccc1=O)N/N=C/c1ccc(Cl)cc1,-17,-1,2,-3,-11,-15,-10,-10
Nc1ccc(C(O)(C(F)(F)F)C(F)(F)F)cc1,-3,13,-2,-9,-28,7,-6,-7
O=C1CN(S(=O)(=O)c2ccccc2)CCN1S(=O)(=O)c1ccccc1,-6,-3,-12,5,9,6,9,-2
COc1cccc(C(=O)/C=C/c2ccc(SC)cc2)c1,4,-7,4,-1,12,4,13,-3
Cc1ccc(NC(=O)CN2C(=O)c3ccccc3C2=O)cc1,-8,7,-4,10,-16,-3,-10,-9
Cc1ccc(C(=O)NC(=S)Nc2ccc(N3CCN(C(=O)c4ccco4)CC3)cc2)cc1,3,11,0,-9,-32,11,-6,1
COc1cc(NC(=O)c2ccccc2C)c(OC)cc1NC(=O)CN1CCOCC1,-1,5,-2,1,2,-2,-4,-12
CC1CCN(S(=O)(=O)c2ccc(NC(=O)CN3CCN(C)CC3)cc2)CC1,5,-7,-7,-13,-41,-27,-8,-11
O=C(Cc1c[nH]c2ccccc12)Nc1nccs1,-3,-1,4,15,8,-10,-2,2
Cc1ccc(CCN2CC(C(=O)NC3CCCC3)CC2=O)cc1 (configuration not stated),-2,4,-14,-11,-47,-9,-6,-1
COc1ccc(CN(CCC(c2ccccc2)C2CCOC(C)(C)C2)C(C)=O)cc1 (configuration not stated),10,7,-4,-4,18,8,9,1
Cc1cccc(NC(=O)Nc2cccc3ccccc23)c1,-2,3,3,-5,-1,-11,0,-1
Cc1oc2cc(O)ccc2c(=O)c1-c1ccccc1,-8,-10,-2,2,0,10,16,2
O=C(N/N=C/c1ccccn1)c1cc(-c2ccc3ccccc3c2)n[nH]1,-23,15,-22,0,-25,-13,16,-3
CCOC(=O)c1ccc(N2C(=O)CC(N3CCC(O)(c4ccc(Br)cc4)CC3)C2=O)cc1 (configuration not stated),0,8,-5,3,-29,8,-8,1
CCC1CCCCN1CCCNC(=O)Cn1cc2c(n1)-c1c(oc(C(=O)N3CCCC3)c1C)CC2 (configuration not stated),-2,11,11,-19,-5,-11,-4,-4
Cc1ccc(C)n1Cc1ccc(C(=O)O)cc1,-2,-9,28,-17,19,-4,28,11
O=C(CN1CCOCC1)NN=C(c1ccccc1)c1ccccc1,-3,8,-10,2,-5,-1,-5,1
Cc1cc(/C=N/NC(=O)C(O)(c2ccccc2)c2ccccc2)c(C)n1-c1ccccc1,-9,2,-4,1,4,6,3,11
O=C(CCn1c(=O)oc2ccccc21)NCCN1CCOCC1,-2,0,-6,13,1,-3,2,0
COc1ccc(C2=NCCn3nc4cc(OC)ccc4c32)cc1,36,14,7,8,-40,-21,1,5
Cc1cccc(C(=O)NNC(=O)c2ccccc2O)c1,-25,3,1,14,-41,-18,1,-7
Cc1cc(Cl)c(S(=O)(=O)NC2CCCCC2)cc1OCC(=O)Nc1nncs1,-1,-6,7,4,7,2,-4,3
O=C(COC(=O)C1(c2ccccc2F)CCCC1)N1CCOCC1,6,-10,-6,1,11,2,6,-2
O=C(Cc1ccc2c(c1)CCCC2)Nc1ccccc1Br,-17,12,-4,10,11,-8,2,-44
C/C(=N\O)c1ccc(N2C(=O)C3CC=C(Cl)CC3C2=O)cc1 (configuration not stated),-111,8,-4,0,-139,-132,-13,1
CCSC1=NCCN1C(=O)c1ccc(S(=O)(=O)N(C)C)cc1,-22,-3,-1,4,12,5,9,4
CCN1CCN(C(=O)c2cc(COc3ccc(F)cc3F)on2)[C@@H](C)C1=O,-8,0,0,14,-51,3,-4,-9
CCn1nc(C(=O)Nc2cc(Cl)ccc2-n2cncn2)c2ccccc2c1=O,3,4,11,-17,-5,0,1,-9
Clc1ccccc1CSC1=NCCN1,-17,-18,-6,3,-18,2,15,3
CC(=O)c1c(C(C)=O)c(C)n(NC(=O)c2ccccc2O)c1C,0,-12,3,9,2,-1,3,2
COc1ccc(CNC(=O)C(OC(=O)c2ccco2)c2ccc(OC)cc2)cc1 (configuration not stated),-1,15,-2,-7,15,-1,-4,-2
CC(=O)N1CCN(S(=O)(=O)c2ccc(C)cc2)C1C (configuration not stated),-1,0,2,-4,10,10,-7,3
N#Cc1c(N)nc2c(c1-c1ccc3c(c1)OCO3)CCCCCC2,0,15,2,5,7,15,24,1
Cc1ccc(C(=O)OCC(=O)N(C)C2CCS(=O)(=O)C2)cc1S(=O)(=O)N1CCCCC1 (configuration not stated),1,4,1,7,12,5,-2,0
Cc1cccc(N(Cc2cc3ccccc3[nH]c2=O)C(=O)c2ccco2)c1C,3,14,0,-2,8,0,5,1
CCCOc1ccc(-c2c(C(=O)N/N=C/c3ccccc3)nnn2-c2nonc2N)cc1,-4,2,-3,6,2,4,-5,0
Cc1cccc(NC(=O)Nc2ccc3c(c2)CCC3)c1,-83,5,1,62*,-73,-103,2,-11
COc1ccccc1CN(C)CC(=O)NC1CCCc2ccccc21 (configuration not stated),5,8,-1,7,-11,-7,-1,0
CCOc1ccc(C(C)(C)C)cc1S(=O)(=O)n1nc(C)cc1C,9,5,2,1,8,4,-2,3
COc1ccc(C(=O)NC(=S)Nc2cc3oc4ccccc4c3cc2OC)cc1,3,-7,8,1,4,-10,-9,1
COc1ccc(-c2cc(C(F)(F)F)nc(SCC(=O)NCc3cnn(C)c3C)n2)cc1OC,1,-6,-6,4,-5,5,8,0

# Compound profiles (already shown). Screens in order: Gli-Sufu block, Apaf1 inhib, HKDC1 inh, SENP7 inh, 697 NFkB inh, Jurkat NFkB inh, UBC13 inh, SENP8 inh
# O=C(Cc1c[nH]c2ccccc12)Nc1nccs1 is listed as -3, -1, 4, 15, 8, -10, -2, 2
# Cc1ccc(S(=O)(=O)Nc2cccc(Cl)c2)cc1NC(=O)c1cccnc1 is listed as 17, 2, -7, 10, -5, -13, -8, -2

# (more compounds)
SMILES,Gli-Sufu block,Apaf1 inhib,HKDC1 inh,SENP7 inh,697 NFkB inh,Jurkat NFkB inh,UBC13 inh,SENP8 inh
COc1ccccc1-n1cnc2cc(C(=O)N3CCOCC3)ccc21,-22,1,-4,-10,-35,-7,-11,-3
CCc1ccc(C(=O)N/N=C(\C)c2cccnc2)s1,-39,17,-4,-1,-35,-47,-1,-12
O=C(CN1CCN(S(=O)(=O)c2ccc(Cl)s2)CC1)NCc1ccc(Cl)cc1,23,-1,0,8,12,3,16,2
COc1ccc(C(=O)C2CCCN(C3Cc4ccccc4C3)C2)c(OC)c1 (configuration not stated),37,12,-1,2,17,6,8,-7
CCCCN(C(=O)c1cc2ccccc2o1)c1c(N)n(CC(C)C)c(=O)[nH]c1=O,0,-12,12,9,4,-7,-10,1
C=CCN1C(=O)c2ccc(C(=O)N3CCC(C(=O)OCC)CC3)cc2C1=O,-6,4,-7,1,8,-16,-8,2
C#CCOCCOCCOCCNc1nc(N2CCN(C(=O)CCCCCCCCCCNC(=O)[C@H]([C@@H](C)CC)n3cc(CCCCN=C(N)N)nn3)CC2)nc(N2CCN(C(=O)CCCCCCCCCCNC(=O)[C@H](CCCN=C(N)N)n3cc(C[C@@H](C)CC)nn3)CC2)n1,·,46*,·,10,-10,5,129*,24
O=C(Nn1c(-c2ccccc2)nc2ccccc2c1=O)c1ccc([N+](=O)[O-])cc1,5,9,-5,-10,-19,5,-6,-14
COC(=O)c1ccccc1NC(=O)c1noc2c1CC(C(C)(C)C)CC2 (configuration not stated),-1,23,8,1,3,-15,-5,3
Cc1cc(=O)oc2c3c(cc(OCC(=O)NCCC(=O)O)c12)OC(C)(C)CC3,-3,5,4,-6,-2,-2,13,-4
CCc1c(C)sc(NC(=O)CSc2nc3c(c(C(F)(F)F)n2)CCc2ccccc2-3)c1C#N,8,-7,-6,3,3,9,0,11
CCOc1ccc(/C=C2\CCC(C3CCCC3)C2=O)cc1OC (configuration not stated),2,10,4,1,-32,-30,-4,-3
FC(F)Oc1ccc(NC(=S)NCCc2ccccn2)cc1,-13,-1,-15,4,-3,-21,4,-7
CCCCn1c2c(c3ccccc31)CCc1nonc1-2,2,12,5,1,16,5,6,2
COc1ccc(C(=O)Nc2ccc3nc(N4CCN(C)CC4)cc(C)c3c2)c(OC)c1,12,16,0,6,-8,-2,12,4
CCOC(=O)CNC(=O)CSc1ccc2nnc(-c3ccc(F)cc3)n2n1,4,-7,-5,-4,-12,-24,-12,-7
Cc1c(NC(=O)c2ccc(CN3CCc4ccccc4C3)cc2)c(=O)n(-c2ccccc2)n1C,16,4,-6,0,-16,8,11,2
Cc1ccc2c(c1)N(CC(=O)Nc1c(C)cccc1C)C(=O)c1cccnc1O2,4,2,-7,6,-7,-5,1,6
O=S(=O)(c1ccc(Cl)s1)N1CCN(c2ncccn2)CC1,1,-8,-8,6,-10,-19,2,0

# Among those listed so far, 4 contain bromine:
SMILES,Gli-Sufu block,Apaf1 inhib,HKDC1 inh,SENP7 inh,697 NFkB inh,Jurkat NFkB inh,UBC13 inh,SENP8 inh
O=c1c2cc(Br)ccc2[nH]c(=S)n1Cc1ccccc1,15,13,3,-5,-18,-5,?,-18
O=C(Nc1ccc(N2CCCC2)cc1)c1cc(Br)ccc1Cl,-2,6,-2,7,-17,-2,-11,0
CCOC(=O)c1ccc(N2C(=O)CC(N3CCC(O)(c4ccc(Br)cc4)CC3)C2=O)cc1 (configuration not stated),0,8,-5,3,-29,8,-8,1
O=C(Cc1ccc2c(c1)CCCC2)Nc1ccccc1Br,-17,12,-4,10,11,-8,2,-44

# 2 compounds drawn at random from the list so far:
SMILES,Gli-Sufu block,Apaf1 inhib,HKDC1 inh,SENP7 inh,697 NFkB inh,Jurkat NFkB inh,UBC13 inh,SENP8 inh
Cn1c(SCCC#N)nnc1-c1ccccc1F,2,-19,2,1,8,1,10,2
COc1ccc(C(=O)NC(=S)Nc2cc3oc4ccccc4c3cc2OC)cc1,3,-7,8,1,4,-10,-9,1
